# 14-3-3g Raf: alters human 14-3-3 gamma binding to Raf peptide; 160,000 compounds, 0.19% hits; P61981; inhibition, % at 40 µM; FP, 14-3-3gamma / TMR-pS259-Raf peptide binding; in the data active means inhibition above about 30%;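 further: 0% = protein plus tracer without compound and 100% = blank with tracer alone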
# Target sequence (P61981 whole entry, looked up): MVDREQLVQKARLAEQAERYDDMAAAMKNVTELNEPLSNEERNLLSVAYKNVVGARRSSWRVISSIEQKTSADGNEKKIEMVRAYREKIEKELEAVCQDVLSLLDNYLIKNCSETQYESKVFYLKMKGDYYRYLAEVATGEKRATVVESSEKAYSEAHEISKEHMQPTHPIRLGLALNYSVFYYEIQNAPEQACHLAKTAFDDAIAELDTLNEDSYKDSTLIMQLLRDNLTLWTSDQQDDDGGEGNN
# * marks the source's active call; other numbers are inactive results; & = joins results of further samples. These rows are one share of the data. The share of hits here may be higher or lower than overall.
Compound	14-3-3g Raf
Cc1ccc(Cl)c(OCC(O)CN(CCO)CCO)c1 (stereo not drawn)	-6.6
Cc1cccc(OCCNc2nc3c(c(=O)n(C)c(=O)n3C)n2C)c1	-4.7
COc1ccc(-n2nc3c(c2NC(=O)c2c(F)cccc2Cl)CS(=O)C3)cc1 (stereo not drawn)	-6.7
O=[N+]([O-])c1cc(-c2nn[nH]n2)ccc1F	8.6
CC(=O)Nc1ccc(N=Cc2ccc3c(c2)OCO3)cc1	0.9
CN(C)c1ccc(NC(=O)CSc2nc3ccc(N4CCOCC4)cc3c(=O)n2Cc2ccc3c(c2)OCO3)cc1	-5.5
Cc1ccc2nc3c(cc(C(=O)NCc4ccccc4)c(=N)n3CCCn3ccnc3)c(=O)n2c1	-9.6
Cc1ccc(O)c(C=Nc2cccc(-c3nc4c(C)cccc4o3)c2)c1	-41.1
CC(=O)NC1=NN(C(C)=O)C(C)(c2ccccc2OC(C)=O)S1 (stereo not drawn)	-2.5
Cc1ccc(CSc2nc3c(c(=O)[nH]c(=O)n3C)n2CCC(C)C)cc1	2.9
COc1cc([N+](=O)[O-])cc2c1NC(c1ccc([N+](=O)[O-])cc1)C1CC=CC21 (stereo not drawn)	-20.0
CCOc1cccc(NC(=O)c2ccc(S(=O)(=O)N3CCCCC3)cc2)c1	6.5
CC(C)c1ccc(S(=O)(=O)N2CCN(CC(=O)Nc3ccc(F)cc3)CC2)cc1	-8.5
O=C(NCCc1ccc(Cl)cc1)c1ccc2c(=O)n(C3CCCCC3)c(=S)[nH]c2c1	-4.5
CCCCOCC(O)Cn1cnc2ccccc21 (stereo not drawn)	-1.3
CCCn1nnc(NC(=O)COc2cc(C)ccc2C(C)C)n1	-5.9
CC(C)c1ccc(C(=O)Nc2ccc3c(c2)C(=O)c2ccccc2C3=O)cc1	-58.2
COc1ccc(C2CC(c3c(C)nc4ccc(Br)cc4c3-c3ccccc3)=NN2C(C)=O)cc1 (stereo not drawn)	-6.8
CC(Sc1nc2ccccc2n1C)C(=O)NC(c1ccccc1)c1ccccc1 (stereo not drawn)	6.5
CCc1ccccc1NC(=O)CN(C)C(=O)CN1C(=O)NC2(CCCCCC2)C1=O	-0.5
O=C(c1sc2ccccc2c1Cl)N1CCN(c2ccc(Cl)cc2[N+](=O)[O-])CC1	-5.0
CS(=O)(=O)N(CC(=O)N1CCN(c2cccc(Cl)c2)CC1)c1ccccc1	-5.9
O=C(c1ccc(C23CC4CC(CC(C4)C2)C3)o1)N1CCOCC1	-10.4
CCSc1nnc2c(n1)OC1(Nc3ccccc3-2)C(=O)Nc2ccc(Br)cc21 (stereo not drawn)	-54.6
Clc1ccccc1-c1nc(C=Nc2ccccc2)c2ccccn12	-12.6

# Going on with the list:
Compound	14-3-3g Raf
O=C(Nc1cc(C(=O)N2CCC(Cc3ccccc3)CC2)ccc1N1CC2CC(C1)c1cccc(=O)n1C2)c1ccc(Br)o1 (stereo not drawn)	-1.7
O=C(Nc1ccc(S(=O)(=O)N2CCCC2)cc1)C(F)(F)F	-4.2
CCOC(=O)CSc1nc2ccccc2c2nc(-c3ccc([N+](=O)[O-])cc3)nn12	0.6
CCC(C)NC(=O)c1c[nH]c2ccc(S(=O)(=O)N(CC)c3ccccc3)cc2c1=O (stereo not drawn)	-9.3
O=[N+]([O-])c1c[nH]n2ccnc12	-3.2
CCOc1cc(C2C(C(=O)OCc3ccccc3)=C(C)NC3=C2C(=O)CC(c2ccc(Cl)cc2)C3)ccc1O (stereo not drawn)	10.2
CC(=O)c1ccc(NC(=O)c2ccccc2Cl)cc1	-4.2
Cc1ccc(N=C2NC(=O)C(Cc3cccc(C(F)(F)F)c3)S2)cc1 (stereo not drawn)	-0.1
O=C(NCCOc1nc(N2CCCCC2)nc(N2CCOCC2)n1)Nc1ccccc1	-2.9
CC(C)CCOc1ccccc1Cn1c(=O)oc2ccccc21	-9.9
COc1cc(-c2nn3c(-c4ccccn4)nnc3s2)cc(OC)c1OC	-17.5
Cc1cc(C)nc(SCC(=O)Nc2ncc3c(n2)CC(C)(C)CC3=O)n1	-2.3
Cn1c(=O)oc2cc(S(=O)(=O)NCc3ccncc3)ccc21	-13.8
CC1CCCC(NC(=O)c2cccnc2SCc2ccccc2Cl)C1C (stereo not drawn)	-10.7
Cc1cc(C)cc(NC(=O)c2c(N)sc3c2CCCC3)c1	-70.2
Oc1ccc2oc3c(c2c1/C=N/n1cnnc1)CCCC3	-4.1
O=C(CN1C(=O)C2C3CC(C(Br)C3Br)C2C1=O)N1CCCCC1 (stereo not drawn)	-12.7
Cc1nn(C)c(C)c1CN(C)C(=O)C1c2ccccc2Oc2ccccc21	-1.6
O=C(Nc1ccccc1C(=O)NCc1cccnc1)c1ccc(Cl)cc1	-1.6
c1cncc(-c2nc3ccccc3o2)c1	-5.8
COc1cc(C2NC(=O)NC(C)=C2C(=O)OCC(C)C)ccc1OCc1ccccc1 (stereo not drawn)	-9.4
c1ccc2c(c1)c1c3n2CCNC3CCC1 (stereo not drawn)	-1.3
O=C(Nc1ccc2ccccc2c1)c1cccc(N2C(=O)c3cccc([N+](=O)[O-])c3C2=O)c1	-6.2
O=C(Nc1cccc(O)c1)c1ccc(Br)c(S(=O)(=O)N2CCCCC2)c1	7.3&-8.2
CCOC(=O)C1CCN(CC(=O)N2CCCc3c2c(=O)oc2ccc(OCc4ccccc4)cc32)CC1	4.0

# Next results follow.
Compound	14-3-3g Raf
Cn1c(=O)[nH]c(=O)c2c1nc(SCC(=O)c1ccc(Cl)cc1)n2CCc1ccccc1	0.0
O=c1oc2ccc([N+](=O)[O-])cc2cc1-c1csc(Nc2ccccc2Cl)n1	4.9
CC(=O)c1c(O)cc(C)n(Cc2ccccc2)c1=O	-1.0
COc1ccc(OC)c2[nH]c(=O)c(CCNC(=O)C3CCCC3)cc12	-4.2
COc1ccc(CCNC(=O)c2nnn(-c3ccccc3OC)c2N)cc1OC	5.3&-7.2
Cc1cc(C)c2nc(C(F)(F)F)nc(N3CCN(C(=O)c4ccco4)CC3)c2c1	-3.2
O=C(CCCN1C(=O)c2cccc([N+](=O)[O-])c2C1=O)Oc1ccc2ccccc2c1	-7.3
O=C(NCCc1ccc(Cl)cc1)C1CCN(c2cnccn2)CC1	5.9
Cn1cc(CC(=O)NCc2ccc(F)cc2)c2ccccc21	0.1
CC(=O)OC1CC2C(Br)C1NC2(C(F)(F)F)C(F)(F)F (stereo not drawn)	4.0
CCc1ccccc1NC(=O)c1cc(S(=O)(=O)NCCc2ccc(Cl)cc2)ccc1F	-1.9
COc1cc(C2C(C(=O)N3CCCCC3)=C(C)NC3=C2C(=O)CC(C)(C)C3)cc(Br)c1OC (stereo not drawn)	-4.2
COc1cc(NS(=O)(=O)c2cc(Br)cc3c2N(C(C)=O)CC3)cc(OC)c1	-16.0
COc1ccccc1NC(=O)CC(C)Cc1cc(C)cc(C)c1 (stereo not drawn)	3.6
CN1CCN(CC(=O)Nc2cccc3ccccc23)CC1	-5.1
O=C(c1ccncc1)N1CCN(C(=O)c2ccco2)CC1	6.9
CC(C)(C)OC(=O)N1CCN(c2ccc(NC(=O)c3cc4ccccc4oc3=O)cc2)CC1	-0.1
Cc1ccc(-n2c(N)c(C(N)=O)sc2=S)c(C)c1	-5.2&-27.1
O=C(COc1ccccc1)Nc1ccc(Cl)c(-c2nc3ncccc3o2)c1	-9.0&-12.1
O=C(CCCn1ncn2c(cc3occc32)c1=O)N1CCc2ccccc2C1	-1.2
CCOC(=O)c1ccc(NC(=O)CC2Sc3ncnn3C2=O)cc1 (stereo not drawn)	-3.4
O=C(Cc1nc2ccccc2[nH]1)NCc1ccco1	-0.5
COC(=O)C1CCN(C(=O)COc2cc3sc(C)nc3c3sccc23)CC1	-15.7
Cc1ccccc1N1C(=O)C2C3C=CC(C4CC34)C2C1=O (stereo not drawn)	8.3
O=S(=O)(c1ccc(Cl)s1)N1CCN(C/C=C/c2ccccc2)CC1	-3.0

# Additional entries
Compound	14-3-3g Raf
Cc1c(C(=O)N(Cc2ccc(N(C)C)cc2)Cc2ccco2)sc2ncn(Cc3ccccc3F)c(=O)c12	-5.4
CC1(C)CC(=O)C2=C(C1)Nc1ccccc1N(C(=O)Cc1ccccc1)C2c1cccc(Cl)c1 (stereo not drawn)	7.9
O=S(=O)(c1cccc(-c2nnc(-c3cccnc3)o2)c1)N1CCCCC1	-2.0
C=CCN(C(=O)CSc1nc2[nH]ncc2c(=O)n1-c1ccc(Cl)cc1)c1ccccc1	8.1
COC1CCCCC1NS(=O)(=O)c1ccc(Cl)cc1 (stereo not drawn)	1.1
CCOc1ccccc1NC(=O)c1ccc(S(=O)(=O)N2CCOCC2)cc1	-5.8&7.6
Cc1oc(-c2ccccc2)cc1C(=O)Nc1cccc([N+](=O)[O-])c1	-26.8
Nc1ccc(Oc2ccc3nc4cc(N5CCOCC5)c(N5CCOCC5)cc4nc3c2)cc1	-82.8
CCC1CCCCN1C(=O)CSc1ncccc1C(=O)Oc1ccccc1Cl (stereo not drawn)	-21.9
CCc1nnc(NC(=O)CSc2nnc(-c3ccoc3C)n2-c2cccc(C)c2)s1	-4.8
O=C(O)CCCCCNS(=O)(=O)c1ccccc1F	4.0
COC(=O)c1cc2c(cc1NC(=O)CSCCc1ccccn1)OCO2	-5.2
Nc1nc2ccc(C(=O)Nc3ccccc3)cc2s1	-3.0
O=C(Nc1nc2ccc(Br)cc2s1)c1ccc([N+](=O)[O-])cc1	-4.5
Cc1[nH]c2ccccc2c1SCCNC(=O)c1ccc(Cl)c([N+](=O)[O-])c1	4.5
CCOC(=O)C1CCN(c2ncnc3c2cnn3-c2ccccc2)CC1	-0.4
CCCC(c1nnnn1C1CCCC1)N1CCN(C(=O)c2ccco2)CC1 (stereo not drawn)	0.0
COc1ccccc1N1CCN(c2ncc(C(=O)Nc3ccc(C)cc3Br)c3ccccc23)CC1	1.7
Cc1ccc(S(=O)(=O)NCc2ccc(C(=O)N3CCN(c4ncccn4)CC3)cc2)cc1	-0.6
O=C1OCCC1Sc1nc2sc3c(c2c(=O)[nH]1)CCC3 (stereo not drawn)	-3.0
COc1ccc(OC)c(C(c2nnnn2CC2CCCO2)N2CCN(C3CCCC3)CC2)c1 (stereo not drawn)	5.8
Cc1ccc(NC(=O)CN2CCN(CC#N)CC2)cc1	-0.1
O=S(=O)(Nc1ccc(Oc2ccc(NS(=O)(=O)c3cccs3)cc2)cc1)c1cccs1	-7.4
COC(=O)C1=C2SC(C)C(=O)N2C(N)=C(C#N)C1c1cc(OC)c(OC)c(OC)c1 (stereo not drawn)	4.2
O=C(Cc1ccc(-n2c(=S)[nH]c3ccccc3c2=O)cc1)NCc1ccccn1	-9.9

# (list continues)
Compound	14-3-3g Raf
Cc1ccc(-c2nc3ncccc3o2)cc1NC(=O)COc1cc(C)c(Cl)c(C)c1	-6.2
O=C1c2cc(S(=O)(=O)Nc3ccccc3)ccc2-c2ccc(S(=O)(=O)Nc3ccccc3)cc21	-5.6
COc1ccc(Cl)cc1NC(=O)c1cc(S(=O)(=O)N2CCN(c3cccc(C)c3C)CC2)ccc1F	-69.0
CC(C)=CCSc1nnc(CCNC(=O)OC(C)(C)C)o1	-0.7
Cc1ccc(C(=O)Nc2ccc(-c3nc4cc(C)ccc4o3)cc2)c(Cl)c1	-80.8
CSCCC(NS(=O)(=O)c1cccs1)C(=O)Nc1ccc(Br)cc1 (stereo not drawn)	-6.5
O=C(Nc1c2c(nn1-c1ccc([N+](=O)[O-])cc1)CS(=O)(=O)C2)c1cc2ccccc2oc1=O	3.0
CCc1ccccc1NC1c2ccccc2C(=O)N1c1cc(C)ccn1 (stereo not drawn)	0.5
Cc1ccc(Cl)cc1NC(=O)c1cnn2c1NC(c1ccco1)CC2C(F)(F)F (stereo not drawn)	-261.7
O=C(Nc1ccc(Cc2ccncc2)cc1)C1CCCN1S(=O)(=O)c1ccccc1 (stereo not drawn)	0.3
CCn1c(=N)c(C(=O)NCCCOC)cc2c(=O)n3cccc(C)c3nc21	-2.0
Cc1ccc2c(CN3CCCc4ccccc43)cc(=O)oc2c1C	10.0
Cc1ccc(S(=O)(=O)Nc2ccccc2C(=O)Nc2nc3c(s2)C(=O)CC(C)(C)C3)cc1	-20.7
Cc1cccc(C)c1NC(=O)C1(N(C)C(=O)CSc2nc3ccccc3o2)CCCCC1	-9.1
C=CCOC(=O)c1ccc2c(c1)C(=O)N(c1ccccc1)C2=O	1.9
CN1C(=O)CSc2ccc(NC(=O)N3CCc4ccccc43)cc21	-22.2
O=C(NCCSc1c(-c2ccccc2)[nH]c2ccccc12)c1ccc(S(=O)(=O)N2CCCCC2)cc1	-38.1
COc1cccc2sc(Nc3nnc(-c4ccccc4Cl)o3)nc12	-9.5
C=CCOc1c(Cl)cc(C2C(C(=O)OCC)=C(C)NC3=C2C(=O)c2ccccc23)cc1OC (stereo not drawn)	-50.0
CCCc1cc(=O)[nH]c(SCC(=O)Nc2nonc2N)n1	-0.9
COc1cc(OC)cc(C(=O)N(CN2CCCC2=O)c2ccccc2OC)c1	-6.6
O=C(O)CCS(=O)(=O)Cc1ccccc1F	1.2
O=c1c([N+](=O)[O-])c(O)c2ccccc2n1Cc1ccccc1	-15.5
COC(=O)c1ccc(C(=O)OC)c(NC(=O)C2c3ccccc3Oc3ccccc32)c1	-16.9
Cc1sc2nc(-c3ccccc3F)oc(=O)c2c1C	6.3
Cc1ccsc1CNCC(=O)O	-7.3

# Ordered by molecular weight (lowest first): some entries from above.
Compound	14-3-3g Raf
CCCCOCC(O)Cn1cnc2ccccc21 (stereo not drawn)	-1.3
COC(=O)c1cc2c(cc1NC(=O)CSCCc1ccccn1)OCO2	-5.2
CCOc1ccccc1NC(=O)c1ccc(S(=O)(=O)N2CCOCC2)cc1	-5.8&7.6
CN(C)c1ccc(NC(=O)CSc2nc3ccc(N4CCOCC4)cc3c(=O)n2Cc2ccc3c(c2)OCO3)cc1	-5.5

# Source: PubChem BioAssay (Emory University Molecular Libraries Screening Center)
